Bioassay records deposited in PubChem BioAssay by The Scripps Research Institute Molecular Screening Center.
TAAR1 ag – human TAAR1 agonism. CHO RD-HGA16 TAAR1, Fluo-8 calcium fluorescence; vehicle wells 0%, saturating PEA agonist 100%. activation, % at 3 µM. hit rate 0.99% among 360,000. Q96RJ0. AID 624467;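 active = activation above the mean activation of all test compounds in the run plus 3 SD, cut at about 38% in these data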
Target sequence (Q96RJ0 whole entry, looked up): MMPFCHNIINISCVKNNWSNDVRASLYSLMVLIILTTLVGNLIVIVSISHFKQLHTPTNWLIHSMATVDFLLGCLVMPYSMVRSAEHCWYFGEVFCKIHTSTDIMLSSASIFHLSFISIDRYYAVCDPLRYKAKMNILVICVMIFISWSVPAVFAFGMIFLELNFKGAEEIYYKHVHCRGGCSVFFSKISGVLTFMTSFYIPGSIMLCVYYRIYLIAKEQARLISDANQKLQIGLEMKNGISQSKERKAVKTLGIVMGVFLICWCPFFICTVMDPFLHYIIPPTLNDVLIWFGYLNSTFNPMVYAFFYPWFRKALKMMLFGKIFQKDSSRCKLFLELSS
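Test system: RD-HGA16 (CHO) cells co-expressing Gα16 and hTAAR1 | Doses: Single dose, 3 µM | Schedule: 17-24 h seeding, 75 min 37 °C dye, 30 min RT | Evaluation: % activation from peak over basal fluorescence ratio, DMSO-to-PEA scaled | Technique: Kinetic Fluo-8 calcium fluorescence | Benchmarks: Low control DMSO, high control PEA (EC100)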
M1 antag – blocks human M1 muscarinic receptor; P11229; CHO-K1 hM1, Fluo-8 calcium fluorescence, ACh EC80 antagonist; inhibition, % at 3 µM; hit rate 1.3% among 360,000; AID 588852;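 active = percent inhibition above its own plate's cutoff, namely the mean of that plate's compound wells plus 3 SD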;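 note: peak over basal fluorescence ratio during 140 s after agonist addition; 0% = ACh EC80 plus DMSO and 100% = DMSO alone without agonist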
Target sequence (P11229 whole entry, looked up): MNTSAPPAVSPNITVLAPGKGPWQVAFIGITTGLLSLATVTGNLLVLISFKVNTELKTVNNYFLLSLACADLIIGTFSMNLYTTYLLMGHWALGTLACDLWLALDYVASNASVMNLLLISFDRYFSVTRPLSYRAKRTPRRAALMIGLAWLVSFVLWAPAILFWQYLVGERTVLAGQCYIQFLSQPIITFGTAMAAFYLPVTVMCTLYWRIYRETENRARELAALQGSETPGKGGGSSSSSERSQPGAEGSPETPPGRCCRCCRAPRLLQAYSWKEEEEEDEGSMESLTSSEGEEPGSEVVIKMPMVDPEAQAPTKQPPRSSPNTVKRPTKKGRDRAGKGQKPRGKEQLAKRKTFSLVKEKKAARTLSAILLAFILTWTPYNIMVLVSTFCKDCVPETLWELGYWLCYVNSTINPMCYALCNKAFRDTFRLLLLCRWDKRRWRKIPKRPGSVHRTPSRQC
TAAR1 antagonist – human TAAR1 antagonism; inhibition, % at 3 µM; hit rate 1.5% among 360,000; Q96RJ0; CHO RD-HGA16 TAAR1, Fluo-8 calcium fluorescence, antagonist;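 active = inhibition above a per-plate cutoff, the mean inhibition of test compounds on that plate plus 3 SD, cut at about 49% in these data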;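 note: 0% = DMSO plus EC80 beta-PEA response and 100% = DMSO alone without agonist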
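test system = CHO RD-HGA16 cells bearing hTAAR1 | replication = singlicate | controls = DMSO-only wells and EC80 β-PEA-stimulated wells | reagent = EC80 β-phenethylamine stimulus | read-out basis = percent inhibition of PEA-evoked calcium signal, max/basal emission ratio | schedule = seeding 17-24 h prior, 75-min 37 °C, 30-min RT dye loading | signal = kinetic Fluo-8 calcium fluorescence measurement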
M1 ag – activates human CHRM1 receptor | CHO-K1 hM1, Fluo-8 calcium fluorescence, agonist mode; 0% DMSO, 100% acetylcholine EC100 | activation, % at 3 µM | hit rate 0.33% among 360,000;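 active = activation above the run's mean compound activation plus 3 SD, cut at about 16% in these data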;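 note: peak over basal fluorescence ratio within a 140 s kinetic read after compound addition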
OXTR agonist – human OXTR agonism; P30559; CHO-OTR cells, Fluo-8 calcium fluorescence; normalized: DMSO 0%, oxytocin 100%; activation, % at 3 µM; hit rate 0.32% among 320,000; AID 2435;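 active = activation above the mean of all tested compounds plus 3 SD, cutoff set per screening run, cut at about 20% in these data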;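 note: peak over basal fluorescence ratio from a 100 s FLIPR kinetic read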
OXTR potentiate – potentiates the human oxytocin receptor response; hit rate 0.061% among 320,000; activation, % at 3 µM; CHO-OTR cells, Fluo-8 calcium fluorescence, potentiator mode; 0% = oxytocin EC15, 100% = EC100; AID 2445; P30559;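 active = activation above that plate's cutoff, the mean activation of tested compounds plus 3 SD, cut at about 6.6% in these data, passing the limit was not always enough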;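 note: 100% uses oxytocin at 75 nM as the full agonist control; some results filed as inactive read as strong as hits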
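Replication – single well per compound, singlicate · Assay system – CHO cell line stably expressing human OTR · Timing – 6 min pre-incubation, 100 s read · Measure – normalized max/min fluorescence ratio, % activation · Doses – 3.0 µM, one dose · Detection – Fluo-8 calcium dye fluorescence · Probe or stimulus – oxytocin near EC15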
V1aR counter – counter-screen for oxytocin receptor agonists: human V1a receptor agonists | P37288 | CHO-V1R cells, Fluo-8 calcium fluorescence, agonist mode; 0% DMSO, 100% 3 nM vasopressin | activation, % at 3 µM | hit rate 0.25% among 320,000 | AID 2797;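 active = activation above the mean activation of all tested compounds plus 3 SD, per screening run, cut at about 20% in these data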;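 note: signal is peak over basal fluorescence ratio across a 100 second FLIPR read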
CHRM1 PAM – human CHRM1 positive allosteric modulation | CHO-K1 hM1, Fluo-8 calcium fluorescence, ACh EC20; 0% = ACh EC20, 100% = maximal ACh | activation, % at 3 µM | P11229 | hit rate 0.088% among 360,000; in the data active = activation above about 19%, passing the limit was not always enough
CHO parental Ca – counter-screen for OX1R antagonists: effect in parental CHO cells. parental CHO-K1, ATP-induced calcium, Fluo-8 fluorescence. inhibition, % at 5.6 µM. hit rate 0.63% among 330,000;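 active = inhibition above that plate's mean sample inhibition plus 3 SD, cut at about 26% in these data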;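 note: 0% = ATP-challenged DMSO wells and 100% = DMSO wells without ATP; some compounds past the cut are filed as inactive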
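test system = CHO parental line | reagent = ATP stimulus | measured by = intracellular calcium via Fluo-8 no-wash fluorescent dye | control set = ATP and no-ATP DMSO wells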
The depositor's hits bear a star; x = not tested or not shown.

smiles	TAAR1 ag	M1 antag	TAAR1 antagonist	M1 ag	OXTR agonist	OXTR potentiate	V1aR counter	CHRM1 PAM	CHO parental Ca
CN1OC[C@@H]2C(=O)N3CCc4c([nH]c5ccccc45)[C@@H]3C[C@@H]21	9	-8	-9	0	x	x	x	2	x
O=C(Nc1ccccc1)c1cc2ccccc2c(=O)s1	7	-2	19	-1	4.1	-13	1.5	2	-17
S=c1[nH]nc(CCc2ccccc2)n1-c1ccc(Cl)cc1	0	9	-1	-4	-0.9	-1	0.8	-2	-5
COc1ccc(Nc2ncnc3sccc23)cc1OC	0	-4	-7	-6	-1.4	-4	-0.4	1	-7
COc1ccccc1CN1CC(C(=O)N2CCOCC2)CCC1=O (stereo not given)	0	-6	-14	-2	1.7	-2	0.9	2	9
O=C(O)CC(NC(=O)C12CC3CC(CC(C3)C1)C2)c1ccc(F)cc1 (stereo not given)	-1	-7	1	-4	-0.7	-5	1.5	5	-4
CN=C1SC(CC(=O)Nc2ccccc2F)C(=O)N1/N=C/c1ccc(O)c(OC)c1 (stereo not given)	16	1	45	1	6.7	-12	2.6	-3	3
O=C1CC(SCCc2nc3ccccc3[nH]2)C(=O)N1c1ccc(Cl)cc1 (stereo not given)	1	-3	7	-1	0.8	1	-0.2	6	-12
Cc1c(NC(=O)c2ccc(Cl)c(S(=O)(=O)N3CCCCC3)c2)c(=O)n(-c2ccccc2)n1C	0	-19	-16	-5	-1.3	-7	0.0	8	-12
COc1ccc(CCNC(=O)CSc2nc3ccccc3o2)cc1	5	-7	-14	-3	-2.2	-6	0.4	7	-18
C[C@H]1CN([C@@H](C)CO)C(=O)c2cc(-c3ccccc3F)cnc2O[C@@H]1CN(C)C(=O)NC1CCCCC1	0	-12	-8	-6	x	x	x	0	x
CC1CCN(S(=O)(=O)c2ccc(NC(=O)CN3CCOCC3)cc2)CC1	1	7	10	-3	0.5	-5	0.0	-3	-13
O=C(CSc1nc2ccccc2c(=O)n1CC1CCCO1)N1CCN(c2ccccc2)CC1 (stereo not given)	4	7	7	-6	-1.3	-4	-0.8	-9	-11
CCCCCCn1c(CN2CCC(C)CC2)nc2c1c(=O)n(C)c(=O)n2C	10	-6	-3	-6	-1.1	3	0.1	3	-7
Cc1cc2cc(CNC(=O)Cc3ccc([N+](=O)[O-])cc3)ccc2n1C	9	11	14	-4	-1.1	-8	-1.2	-2	-8
CCC1=NN2C(=N)/C(=C\c3cccn3-c3ccc(OC)cc3)C(=O)N=C2S1	9	0	-2	-7	-2.0	-10	0.7	5	-5
Cc1nn(CC(=O)Nc2ccc(Cl)cc2Cl)c(=O)c2ccccc12	-2	-27	-3	2	-0.9	-4	-0.1	22	-7
COC(=O)CSc1ncnc2c1sc1nc3c(cc12)COC(C)(C)C3	6	0	2	-5	0.6	-15	-0.6	5	4
CN(C)S(=O)(=O)c1cccc(C(=O)Nc2ccccc2Cl)c1	2	-5	8	-3	0.2	-3	0.1	2	-6
CC1=[N+](CC(=O)c2ccccc2)CCn2cccc21	8	0	-6	-13	0.0	-2	-0.2	-4	-6
COC(=O)[C@H](Cc1ccccc1)NC(=O)Cn1cnc2c(NCc3ccccc3)ncnc21	2	-6	-3	-2	x	x	x	1	-9
C/C(=N\NC(=O)c1ccc(O)cc1)c1ccc2c(c1)OCCO2	2	-4	-7	0	-0.3	-6	0.7	11	-10
CCN1CCN(c2cc(C)c3cc(NC(=O)c4cccnc4Cl)ccc3n2)CC1	14	-4	9	-3	0.3	-5	-0.2	10	-2
Cc1ccc(N)c2c1OCCC2=O	9	-11	-10	-5	-1.2	-12	0.1	7	-5
COc1ccc(CN(C)Cc2nc(Cc3cccc(F)c3)no2)c2cccnc12	12	22	5	-9	13	-16	9.0	-16	25
CCN(CC)C(=O)[C@H]1CC(CC(=O)NC(C)(C)C)C(=O)N2CCc3c([nH]c4ccccc34)[C@]12C (stereo not given in full)	0	2	8	-2	-0.7	4	0.0	0	-13
CC(Oc1ccc(Cl)cc1Cl)C(=O)Nc1ccc(S(=O)(=O)Nc2cnc3ccccc3n2)cc1 (stereo not given)	x	x	x	x	3.4	-13	7.5	x	10
CCNC(=O)N1CCCC(C(=O)c2ccc(C(F)(F)F)cc2)C1 (stereo not given)	-1	-4	-7	-3	0.2	-6	1.7	-1	-22
Cc1ccc(-n2nc(C)c3c(C)c(CCC(=O)NC(C)c4ccccc4)c(C)nc32)cc1 (stereo not given)	1	-9	-11	-3	-0.6	-2	0.1	9	-11
COc1ccc(CC(N)c2csc(NC(=O)NCCc3ccccc3)n2)cc1 (stereo not given)	38*	11	44	3	x	x	x	4	x

An excerpt from above in order of SMILES length, ascending:
smiles	TAAR1 ag	M1 antag	TAAR1 antagonist	M1 ag	OXTR agonist	OXTR potentiate	V1aR counter	CHRM1 PAM	CHO parental Ca
COc1ccccc1CN1CC(C(=O)N2CCOCC2)CCC1=O (stereo not given)	0	-6	-14	-2	1.7	-2	0.9	2	9
CC1CCN(S(=O)(=O)c2ccc(NC(=O)CN3CCOCC3)cc2)CC1	1	7	10	-3	0.5	-5	0.0	-3	-13
CN=C1SC(CC(=O)Nc2ccccc2F)C(=O)N1/N=C/c1ccc(O)c(OC)c1 (stereo not given)	16	1	45	1	6.7	-12	2.6	-3	3

Further structures.
smiles	TAAR1 ag	M1 antag	TAAR1 antagonist	M1 ag	OXTR agonist	OXTR potentiate	V1aR counter	CHRM1 PAM	CHO parental Ca
COc1ccc(C2=NOC(C(=O)N(C)Cc3ccccc3)C2)cc1 (stereo not given)	2	-8	5	-5	-0.9	-4	0.4	10	-12
O=C(/C=C/c1cccs1)NC1CCCC1	-3	-6	4	-4	-0.5	-1	-0.5	7	-15
O=C(Nc1ccc2c(c1)OCO2)c1cccs1	0	2	13	-3	-0.6	-11	-1.4	-7	-8
O=C(NNC(=O)c1ccc(Cl)cc1Cl)Nc1ccccc1	5	-5	-6	-7	-1.5	-2	1.3	5	5
CCNC(=O)/C(C#N)=C/c1c(N(Cc2ccccc2)Cc2ccccc2)nc2ccccn2c1=O	16	5	16	-1	-1.7	-11	3.4	-2	-22
COc1ccc(NC(=O)NCc2ccncc2)c(OC)c1	6	-3	-8	-3	1.1	4	0.3	3	-5
CCOc1ccccc1/C=C\c1nc(O)c([N+](=O)[O-])c(=O)[nH]1	0	-17	-3	-1	-1.2	-5	-0.1	6	-2
Cc1cc(C)nc(NS(=O)(=O)c2ccc(NC(=O)Nc3ccccc3F)cc2)n1	5	-4	-9	-4	1.1	-1	0.8	1	-11
CC1(C)COC(c2coc3ccccc3c2=O)OC1	6	-4	-20	2	-1.3	7	0.2	4	-9
COc1ccccc1-n1c(=S)[nH]c2c(sc(=S)n2-c2ccc(C)cc2C)c1=O	x	5	x	-3	0.0	-2	0.1	-1	-10
O=c1nc(-c2ccccc2)c2ccccc2[nH]1	1	-27	0	0	-0.6	-18	-1.0	4	-8
NC(=O)c1ccccc1NS(=O)(=O)c1ccccc1	12	3	-7	-3	0.2	-11	0.9	6	-9
Cc1ccc(S(=O)(=O)NCC2CCC(C(=O)NCCCN3CCOCC3)CC2)cc1 (stereo not given)	8	-7	6	-5	0.4	-6	0.9	-2	-2
COc1cc(CN(CCN(C)C)Cc2ccccc2)ccc1OCc1ccccc1	24	51*	-9	-9	8.2	-10	1.5	-24	-16
COc1cc2c(cc1OC)CN(C(=S)Nc1ccc(Cl)cc1)CC2	10	-3	57*	1	6.3	-7	6.9	5	-22
C[C@H]1CN([C@@H](C)CO)C(=O)c2cccc(NS(=O)(=O)c3cn(C)cn3)c2O[C@H]1CN(C)S(C)(=O)=O	2	-2	12	-4	1.8	5	1.4	9	-12
CCC(O)CNC(=O)NC(=C(Cl)Cl)c1ccc(C)c(F)c1 (stereo not given)	4	-10	-4	-7	-0.2	0	-0.2	15	-2
CC(C)NC(=O)C(=O)NNC(=O)CCc1ccccc1	9	-2	15	-6	0.6	-12	0.2	3	-5
O=C1CC(C(=O)Nc2cc(Cl)ccc2Cl)n2ncnc2N1 (stereo not given)	2	5	-11	-6	-1.2	-14	0.1	7	-10
CC1(c2ccc3c(c2)OCO3)NC(=O)N(CC(=O)Nc2ccc(N3CCOCC3)cc2)C1=O (stereo not given)	11	-8	-5	-1	0.6	-7	1.1	6	-1
Cc1cc(C)c(C)c(OCCN2CC(C)OC(C)C2)c1 (stereo not given)	5	-16	2	-5	-1.5	-8	-1.3	12	-11
CC(=O)NNC(=O)CCn1nnc(-c2ccc(Cl)cc2)n1	2	-3	25	-3	0.2	-6	1.4	5	5
O=C(N/N=C/c1cccc(O)c1)c1cc(-c2ccccc2)nc2ccccc12	6	5	24	-3	-0.6	-2	-0.7	-1	-20
Cc1cnc(NC(=O)C2CCCC2)s1	9	-8	6	-5	-1.3	-3	0.1	11	-4
CC(C)Oc1ccc(C(=O)Nc2cccc3cccnc23)cc1	-2	-1	25	-8	-0.9	4	0.1	3	-20
COc1ccc([C@@H]2OC2(C(N)=O)C(N)=O)cc1	1	-6	-18	-1	0.9	-2	-0.4	5	8
NC(=S)NNc1c(F)c(F)c(F)c(F)c1F	1	-10	11	-3	0.1	-2	1.0	12	1
CCOc1ccc(CC(=O)N2N=C(C)CC2(O)C(F)(F)F)cc1 (stereo not given)	8	1	7	-4	0.6	-4	1.2	-1	-7
CCCC(=O)N/C(N)=N/c1nc(C)c2ccccc2n1	27	-8	-20	-5	-2.0	-5	-0.2	4	-14
N#C/C=C(/N)c1ccc(Br)cc1	-1	9	21	-4	2.6	-2	2.1	-5	1
COCc1cc(C)nc2sc(C(=O)NN)c(-n3cccc3)c12	-1	-4	-22	-4	-0.5	-6	-0.6	7	-14
CCC(c1nnc(SCC(=O)Nc2cccnc2Cl)n1-c1ccccc1)N(C)C (stereo not given)	9	-2	0	-7	-0.4	-12	0.0	4	-1
CCN(CC)C(=O)CSc1nnc(CNc2ccc(F)cc2)o1	12	-9	-5	-1	2.5	-7	-0.5	6	-10
CNC(=O)CSc1nnc(-c2ccccc2)n1C	10	-9	7	2	0.9	2	0.3	6	0
Cc1ccccc1NC(c1cccc(Cl)c1)c1nnnn1C1CCCCC1 (stereo not given)	1	-4	-1	-5	-1.5	0	0.1	7	-10
COc1ccc(-c2[nH]c(-c3ccc(C)cc3)nc2SCC(=O)NC2CCCC2)cc1	-2	-6	-17	-11	-2.5	0	-1.3	0	-22
CS(=O)(=O)N1CCC(C(=O)Nc2cccc([N+](=O)[O-])c2)CC1	7	10	0	-3	0.7	0	0.2	-1	-5
